Screens from PubChem.
SR-BI HDL uptake – blocks mouse SR-BI lipid uptake from DiI-HDL; Q61009; ldlA[mSR-BI] CHO cells, DiI-HDL uptake fluorescence, 3 h; inhibition, % at 12.5 µM; hit rate 0.96% among 320,000; AID 488896;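 active = mean replicate inhibition of at least 70% and a set share of replicates each scoring 70 or more; inconclusive = meets just one of the two criteria; inactive = fails both criteria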;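 note: 0% = median of neutral control wells and 100% = median of positive control wells; values of inactives mirror those of a sister screen read the other way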
MITF act – activators of MITF-driven TRPM1 promoter activity in SK-MEL-5 cells. AID 588334. hit rate 0.75% among 300,000. SK-MEL-5 TRPM1-promoter luciferase, 24 h; % of positive control, neutral wells = 0. activation, % at 12.5 µM;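 active = mean activation of at least 80% with every replicate also reaching 80%; inconclusive = mean reaches 80% but some replicate falls short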;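 note: 0% = neutral control wells and 100% = parthenolide positive control wells; values of inactives mirror those of a sister screen read the other way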
Arrestin-AP2 inh – human beta-arrestin and AP2 interaction inhibition. FITC-arrestin peptide / GST-AP2 beads, flow cytometry; AP2 beta2 appendage carries R879A mutation. hit rate 0.31% among 340,000. inhibition, % at 10 µM;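 active = inhibition above a set limit, near 3 SD of compounds lacking own fluorescence, cut at about 54% in these data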;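 note: plate controls were DMSO wells for no effect and 5 µM unlabelled arrestin peptide for full effect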
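system = GST-tagged AP2 beta2-adaptin appendage (R879A) on 4 µm glutathione beads | reagent = FITC-labelled arrestin peptide probe, 50 nM final | schedule = compound with beads 12 min RT, then probe 1 h RT | signal = HyperCyt-sampled flow cytometry, FL1 channel, ex 488/em 535 nm | read-out = percent response from loss of bead-bound FITC fluorescence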
NSD2 inh – blocks human histone methyltransferase NSD2 | AID 743445 | O96028 | inhibition, % at 12.5 µM | hit rate 0.54% among 310,000 | NSD2 peptide methylation, AlphaScreen, 120 min; in the data active = inhibition above about 50%
Mot1-301 SUMO – inhibitors of SUMOylation pathway: yeast Mot1-301 growth rescue | AID 2716 | hit rate 1% among 320,000 | S. cerevisiae Mot1-301 growth rescue, ATP luminescence, 38.5C; percent above DMSO median, 100 means doubled | growth rescue, % at 18.8 µM;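 active = every valid replicate shows activation above 250% relative to neutral control wells; inactive = the rest, any valid replicate at or below 250%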;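 note: OY570 slx delta 5 strain wells were the positive control but not used for scaling; some compounds called inactive have numbers as strong as hits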
PKA-R1A act – activators of PKA-R1A complex. P00514+P68181. PKA-R1A dissociation, Cy5-IP20 fluorescence polarization; scaled: DMSO 0%, 113 µM cGMP 100%. activation, % at 11.4 µM. hit rate 0.083% among 340,000;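 active = percent activation above the mean of all tested compounds plus 3 SD, cut at about 19% in these data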;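 note: higher means more PKAc released from R1A so a rise in polarization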
dFosB activator – mouse delta FosB homodimer activation | hit rate 0.99% among 340,000 | purified delta FosB, TAMRA-CDK5 oligo fluorescence polarization; percent of positive-control signal above neutral wells | P13346 | activation, % at 25 µM | AID 493131;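 active = mean activation above about 17%, with every replicate also reaching it, limit read from the data, passing the limit was not always enough; inconclusive = only one of the two conditions met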;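 note: fluorescence polarization rise as delta FosB binds a TAMRA Cdk5 AP-1 oligo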
DSG3 Ab inh – blocks pemphigus antibody binding to human desmoglein-3; P32926; DSG3-coupled beads, scFv-anti-DSG3-GFP binding, flow cytometry; active compounds read low; binding (percent of control), % at 10 µM; hit rate 0.48% among 310,000; AID 588358;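 active = binding more than 3 SD below its plate's average and above zero; inconclusive = below that plate limit but binding exactly zero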;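 note: hits lower antibody fragment binding to DSG3; some compounds called inactive have numbers as strong as hits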
Target sequence (P32926 whole entry, looked up, the tested form may be a part): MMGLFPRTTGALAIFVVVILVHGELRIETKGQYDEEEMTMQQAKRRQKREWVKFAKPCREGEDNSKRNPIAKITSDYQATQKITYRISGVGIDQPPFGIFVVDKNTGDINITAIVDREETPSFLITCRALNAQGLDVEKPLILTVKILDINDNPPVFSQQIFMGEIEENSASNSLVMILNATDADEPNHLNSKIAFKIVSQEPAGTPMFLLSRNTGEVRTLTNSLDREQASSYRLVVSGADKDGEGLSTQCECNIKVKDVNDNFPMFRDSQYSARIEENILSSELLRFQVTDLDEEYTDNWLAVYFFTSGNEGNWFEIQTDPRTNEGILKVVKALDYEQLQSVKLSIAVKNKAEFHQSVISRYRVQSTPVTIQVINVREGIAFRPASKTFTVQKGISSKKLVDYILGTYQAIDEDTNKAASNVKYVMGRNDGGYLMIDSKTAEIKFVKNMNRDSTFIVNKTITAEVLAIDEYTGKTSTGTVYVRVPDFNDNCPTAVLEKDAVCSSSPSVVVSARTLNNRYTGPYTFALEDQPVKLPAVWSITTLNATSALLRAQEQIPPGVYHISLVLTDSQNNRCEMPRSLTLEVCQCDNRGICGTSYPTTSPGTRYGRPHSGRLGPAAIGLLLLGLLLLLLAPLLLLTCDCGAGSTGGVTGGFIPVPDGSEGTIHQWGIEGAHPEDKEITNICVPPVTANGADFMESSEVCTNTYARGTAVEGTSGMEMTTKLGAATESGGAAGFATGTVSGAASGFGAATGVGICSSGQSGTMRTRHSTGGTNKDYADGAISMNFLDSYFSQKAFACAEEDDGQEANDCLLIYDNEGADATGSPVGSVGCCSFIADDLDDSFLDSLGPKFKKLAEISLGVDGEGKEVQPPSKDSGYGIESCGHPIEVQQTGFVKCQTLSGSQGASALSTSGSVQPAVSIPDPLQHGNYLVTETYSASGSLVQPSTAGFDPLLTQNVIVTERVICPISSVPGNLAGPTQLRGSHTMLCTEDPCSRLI
CDK5 inh – CDK5/p35 (human) kinase inhibition | hit rate 0.01% among 330,000 | Recombinant CDK5/p35, ADP-Glo luminescence, 60 min | Q00535+Q15078 | inhibition, % at 10 µM;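 active = highest replicate inhibition of at least 50% and at least 75% of replicates reaching 50%; inconclusive = only one of the two criteria met; inactive = both criteria failed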;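 note: plate controls were DMSO neutral control for no effect and GW8510 at 10 µM for full effect; many of its hits are not listed in these tables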
PKA-R2B act – PKA-R2B complex activation. AID 504700. PKA-R2B holoenzyme dissociation, Cy5-IP20 fluorescence polarization; R2B truncated from residue 108, S112A mutant; 0% DMSO only, 100% 113 µM cGMP. hit rate 0.079% among 340,000. activation, % at 11.4 µM;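 active = activation above a cutoff set at the mean over all compounds plus 3 SD, cut at about 18% in these data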;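 note: higher means more holoenzyme dissociation and a rise in polarization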
SR-BI uptake up – SR-BI HDL lipid transfer activation; CHO ldlA[mSR-BI] cells, DiI-HDL uptake fluorescence, 3 h; 100 = double the neutral-control signal; activation, % at 12.5 µM; hit rate 0.096% among 320,000; AID 504775;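 active = mean replicate activation of at least 60% and every replicate at or above 60%; inconclusive = mean or all-replicate condition met, but not both; inactive = mean below 60% and not all replicates reaching 60%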;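 note: 0% = median plate neutral-control signal and 100% = twice that signal; values of inactives mirror those of a sister screen read the other way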
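Assay system: LDL receptor-deficient CHO ldlA cells overexpressing murine SR-BI / Medium: BSA-supplemented, HEPES-buffered Ham's F12, pH 7.4 / Probe or stimulus: DiI-labelled HDL at 10 µg/mL final / Timing: compound with DiI-HDL co-incubation, 3 h at 37 °C / Technique: bottom-read cell fluorescence after medium removal, ex 550/em 595 nm / Measure: HDL uptake via cellular fluorescence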
* hit, by the source's call; ? = inconclusive; · = not tested or not shown.

SMILES	SR-BI HDL uptake	MITF act	Arrestin-AP2 inh	NSD2 inh	Mot1-301 SUMO	PKA-R1A act	dFosB activator	DSG3 Ab inh	CDK5 inh	PKA-R2B act	SR-BI uptake up
Cc1cc(NC(=O)/C=C/c2ccco2)ccc1NC(=O)c1ccccc1	?	3.3	-4.9	2.9	431.6*	4.9	-6.1	104.8	0.2	-1.2	-70.0
COc1ccc(/C=N/NC(=O)c2ccc3c(c2)OCO3)c(C(=O)O)c1OC	-21.0	·	3.6	-0.3	42.6	-12.3	-7.1	106.4	-1.6	-5.6	21.0
O=C(CCSCc1ccc(Cl)cc1)NCCC1=CCCCC1	-2.6	0.3	28.2	-1.6	67.1	-9.5	-1.1	102.1	-0.6	-0.7	2.6
Cc1ccc(CNC(=O)C2C3C=CC4(CN(Cc5cccnc5)C(=O)C24)O3)cc1 (stereo not drawn)	2.9	-14.9	-0.3	3.8	-15.4	-0.8	-5.1	97.5	0.8	-1.8	-2.9
CC(=O)Nc1ccc(NC(=O)C/C(C)=N/NC(=O)C(=O)Nc2ccc(C)c(Cl)c2)cc1	24.7	·	15.6	0.1	-11.7	-1.5	-4.7	104.8	-2.9	4.3	-24.7
CC1=NN(C(=O)c2ccc(Br)cc2)C(O)(c2ccccc2)C1 (stereo not drawn)	88.2*	-7.9	2.9	1.8	-8.4	-15.3	-3.0	96.6	-0.2	-8.5	-67.9
Cc1nc2ccccc2c(=O)n1NC(=O)C1CCC(C(C)(C)C)CC1 (stereo not drawn)	15.6	0.3	27.3	-2.8	-2.4	0.9	0.3	97.9	0.7	-1.2	-15.6
COc1ccc(C(=O)CSc2nnc(-c3ccc(S(=O)(=O)N4CCOCC4)cc3)o2)cc1	16.3	·	8.7	-2.4	-10.8	3.6	0.9	85.9	-1.0	-8.8	-16.3
O=C(C[C@H]1C[C@H](C(=O)N2CCOCC2)[C@@]2(CCC3CCCC3)c3[nH]c4ccc(Cl)cc4c3CCN2C1=O)NCc1ccco1	-82.2	-16.1	29.1	·	·	-8.1	-4.0	101.8	0.2	-1.4	82.2*
O=C1C(Nc2ccccc2)=C/C(=N/S(=O)(=O)c2cccs2)c2ccccc21	15.2	-94.9	24.1	·	-36.1	-5.1	-3.8	106.4	2.0	7.7	-15.2
C[C@H]1CN([C@@H](C)CO)C(=O)c2cccc(NC(=O)c3ccc(-c4nccs4)cc3)c2O[C@@H]1CN(C)C(=O)Nc1cccc2ccccc12	-13.1	0.8	7.5	·	-6.7	-1.2	-4.0	91.9	0.0	-4.8	13.1
N#CC1(c2ccccc2)CCC(=NNS(=O)(=O)c2ccccc2)CC1 (stereo not drawn)	-19.4	-3.2	4.1	-1.3	3.4	-9.4	-8.4	110.6	-1.1	-9.7	19.4
O=C(COC(=O)c1ccc(Cl)c(S(=O)(=O)N2CCCC2)c1)NCc1cccs1	13.7	-4.1	15.6	0.1	-10.4	3.5	-7.9	100.3	-0.1	-4.1	-13.7
CCCCOC(=O)Nc1ccc(C)c(Cl)c1	1.6	60.2	-1.9	2.6	531.7	-6.6	-5.7	120.1	-1.1	-0.9	-1.6
CCC(C)(C)C1CCC(=NNC(=O)c2ccc(Br)o2)CC1 (stereo not drawn)	-6.0	-1.6	-37.7	0.6	6.0	-2.4	5.7	126.5	-1.1	-12.0	6.0
O=C(c1cc(F)ccc1F)C1CCCN(C(=O)CSc2ccccn2)C1 (stereo not drawn)	-19.1	6.5	4.4	1.3	-4.2	1.2	-0.9	89.6	-0.2	3.0	19.1
COc1ccc2cc1Oc1ccc(cc1)C[C@H]1c3c(cc(OC)c4c3Oc3c(ccc5c3[C@H](C2)N(C)CC5)O4)CCN1C	-5.2	-90.1	4.0	·	-33.5	-1.2	?	110.3	-0.6	3.0	5.2
Cc1ccc(NC(=O)CC2SC(=O)N(c3ccccc3)C2=O)cc1 (stereo not drawn)	-10.5	-10.8	-3.3	1.2	-17.3	1.2	3.0	74.1	2.0	2.9	10.5
Cc1cn2nc(N)c3ccccc3c2n1	·	-6.3	10.4	3.5	-0.8	-1.0	-2.9	106.9	-0.9	9.3	·
Cc1cc(C(=O)N/N=C/c2cc([N+](=O)[O-])cc(C)c2O)n[nH]1	38.5	-9.2	-7.4	·	·	-4.3	6.8	108.2	-3.7	-5.5	-38.5
CCC(CC)C(=O)Nc1c(C)n(C)n(-c2ccccc2)c1=O	-31.0	-4.1	13.4	-6.0	109.9	1.2	-9.6	84.8	-0.9	-9.8	31.0
COc1ccccc1C(=O)Nc1ccc(-c2nnc(SCC(=O)O)n2C)cc1	9.5	·	-56.2	0.9	329.8	-1.8	-7.8	90.7	1.3	-7.1	-9.5
Cc1ccc(C(=O)N2CCCc3ccccc32)c(F)c1F	44.3	·	-3.1	-1.2	-9.4	-6.0	6.7	102.2	-1.7	0.6	-44.3
CNC(=S)NNC(=O)Cc1ccc(OC)c(OC)c1	-17.6	-2.2	15.6	0.3	-13.4	-4.4	-0.9	105.6	1.1	3.3	17.6

A stretch taken from the entries so far, for reference:
SMILES	SR-BI HDL uptake	MITF act	Arrestin-AP2 inh	NSD2 inh	Mot1-301 SUMO	PKA-R1A act	dFosB activator	DSG3 Ab inh	CDK5 inh	PKA-R2B act	SR-BI uptake up
O=C(CCSCc1ccc(Cl)cc1)NCCC1=CCCCC1	-2.6	0.3	28.2	-1.6	67.1	-9.5	-1.1	102.1	-0.6	-0.7	2.6
Cc1ccc(CNC(=O)C2C3C=CC4(CN(Cc5cccnc5)C(=O)C24)O3)cc1 (stereo not drawn)	2.9	-14.9	-0.3	3.8	-15.4	-0.8	-5.1	97.5	0.8	-1.8	-2.9
CC(=O)Nc1ccc(NC(=O)C/C(C)=N/NC(=O)C(=O)Nc2ccc(C)c(Cl)c2)cc1	24.7	·	15.6	0.1	-11.7	-1.5	-4.7	104.8	-2.9	4.3	-24.7
CC1=NN(C(=O)c2ccc(Br)cc2)C(O)(c2ccccc2)C1 (stereo not drawn)	88.2*	-7.9	2.9	1.8	-8.4	-15.3	-3.0	96.6	-0.2	-8.5	-67.9

Next part:
SMILES	SR-BI HDL uptake	MITF act	Arrestin-AP2 inh	NSD2 inh	Mot1-301 SUMO	PKA-R1A act	dFosB activator	DSG3 Ab inh	CDK5 inh	PKA-R2B act	SR-BI uptake up
Cc1ccc(NC(=O)COC(=O)C2CCC(=O)N2)c(S(=O)(=O)N2CCOCC2)c1 (stereo not drawn)	6.1	0.2	20.4	2.2	-25.1	8.3	-2.2	·	·	2.9	-6.1
Cc1csc2nc3cc(C(N)=O)ccc3c(=O)n12	-19.3	-3.4	-2.5	·	186.6	8.8	-17.0	105.4	3.0	-3.9	19.3
COC(=O)[C@@H]1C(c2ccccc2)(c2ccccc2)[C@@]1(C)C(=O)OC	-5.5	-9.9	7.2	-3.8	25.5	-4.9	-1.2	101.3	-1.7	-3.2	5.5
CCC(=O)N=c1sc2c(C)cc(C)cc2n1CC(=O)OC	-9.5	·	3.5	·	0.2	-1.2	-5.3	88.5	-0.3	3.3	9.5
CCOC(=O)c1ccc(NC(=S)NN2CCN(C)CC2)cc1	2.3	1.7	18.6	-1.9	-4.8	6.0	-10.7	101.8	0.6	8.5	-2.3
COc1ccc(S(=O)(=O)N(CC(C)C)C2CCS(=O)(=O)C2)cc1OC (stereo not drawn)	-20.2	-4.5	27.9	-1.3	16.8	7.5	-1.8	95.3	-0.4	-9.8	20.2
O=C(C1CCCCC1)N1CCC(c2nc3c(nnn3Cc3ccccc3Cl)c(=O)[nH]2)CC1	-15.9	-11.7	8.5	0.4	·	3.5	-6.3	102.6	-2.9	0.8	15.9
S=C(Nc1ccccc1Oc1ccccc1)NC1CCCC1	-8.3	-12.7	12.6	0.5	·	-3.0	-9.9	98.9	-1.2	5.2	8.3
Cc1cc(C)n(-c2nc3c(c(=O)[nH]c(=O)n3C)n2CC(O)COc2ccc(Cl)cc2Cl)n1 (stereo not drawn)	-0.5	-39.9	-2.2	·	-15.6	7.9	1.1	·	-6.0	4.3	0.5
CC(C)c1ccc(C(=O)CN2C(=O)NC3(CCc4ccccc43)C2=O)cc1 (stereo not drawn)	18.8	9.2	-9.9	4.5	-20.4	-11.7	-7.6	128.8	-1.6	-20.0	-18.8
O=C(COC(=O)C1=COCCO1)Nc1ccc(Oc2ccccc2)cc1	-24.7	·	10.7	0.9	·	0.3	-3.1	103.1	1.2	4.9	24.7
COc1ccc2c(C)cc(SCn3nnc4ccccc4c3=O)nc2c1	18.4	-11.3	-7.2	-2.1	-5.3	-2.0	-4.8	·	0.1	5.6	-18.4
O=C(NCc1cccnc1)c1cnc2ccccc2n1	-30.5	-10.2	-9.9	-0.6	9.5	-6.0	-0.5	111.0	0.3	-2.5	30.5
O=C(Nc1ccccc1C(=O)NCCCN1CCOCC1)c1ccc(F)cc1	-35.3	3.2	-6.3	-0.8	-9.0	-8.1	2.4	104.5	-4.0	-1.2	35.3
CCn1c(=O)c(C(=O)NNC(=O)c2ccccc2)c(O)c2ccccc21	-6.4	2.4	29.0	3.8	20.0	7.5	-2.7	98.0	0.2	-0.4	6.4
O=c1c2ccccc2[nH]c(=S)n1CCCN1CCC(Cc2ccccc2)CC1	·	9.6	-6.8	3.2	-4.5	-11.6	-9.6	103.9	0.9	-16.8	·
CCC(C(=O)O/N=C(\N)c1ccc(Cl)cc1)c1ccccc1 (stereo not drawn)	-14.9	6.3	25.5	-1.4	-2.8	-3.2	-2.8	97.3	0.9	-10.2	14.9
Cc1ccc2cc3c(NC(=O)CC(C)C)nn(C)c3nc2c1	-4.2	-4.2	13.0	-1.4	12.5	5.5	-5.4	·	0.2	11.7	4.2
O=C(O)CN1CCN(Cc2cccc(Cl)c2)C1=O	11.7	11.5	33.8	-2.2	80.2	-6.4	0.1	109.4	0.4	-5.9	-11.7
O=C1CN(C(=O)c2ccccc2F)C(c2ccccc2)c2cc(Cl)ccc2N1 (stereo not drawn)	-9.8	-10.6	-6.0	-1.8	603.5*	1.2	-9.2	103.7	1.0	6.0	9.8
